PriA SSB inh: inhibitors of Klebsiella pneumoniae PriA binding to SSB C-terminal tail; AlphaScreen SSBct-PriA binding, biotinylated peptide; inhibition, % at 33 µM; actives 0.6% (n = 430,000); AID 1272365; in the data active means inhibition mostly above about 37%, no sharp cut-off; inactive means mostly below about 20%;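 further: plate controls were negative control peptide for no effect and reference peptide for full effect; strong numbers were not always called active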
Y pestis TopoI: Y. pestis Topo-I inhibition via cleavage products; Y. pestis Topo-I cleavage product accumulation, plate reader; activity, % at 10 µM; actives 0.064% (n = 360,000); in the data active means activity above about 50%, passing the limit was not always enough; further: inactives centre near 2
PrPC surface inh: inhibitors of human cell surface prion protein PrPC. AID 720596. P04156. actives 0.43% (n = 370,000). TR-FRET read-out. inhibition, % at 13.8 µM; in the data active means inhibition above about 24%; further: 0% = median of the test wells and 100% = reference compound wells
Vc quorum ag: induces V. cholerae light production without autoinducers; V. cholerae BH1578 lux reporter, luminescence, 6 h; activation, % at 18.7 µM; actives 0.16% (n = 350,000); AID 588436; in the data active means activation mostly above about 9.7%, no sharp cut-off; further: not every result past the cut was called active; inactives centre near 0; reference of the scale not given here
SARS 3CLpro inh: SARS-CoV 3CLpro protease inhibition; recombinant SARS-CoV 3CLpro, quenched FRET peptide cleavage; inhibition, % at 6 µM; actives 0.14% (n = 290,000); in the data active means inhibition above about 12%
DUSP3 inh: blocks human VHR1 dual specificity phosphatase; P51452; recombinant VHR phosphatase, pNPP absorbance; inhibition, % at 13.3 µM; actives 0.52% (n = 290,000); in the data active means inhibition above about 50%; further: some compounds called inactive have numbers as strong as hits
CCHFV vOTU inh: blocks the CCHF virus ovarian tumor domain protease; CCHFV vOTU protease, Pep-AMC fluorescence; inhibition, % at 11.5 µM; actives 0.55% (n = 370,000); AID 651958; in the data active means inhibition above about 30%; further: 0% = vehicle wells with enzyme and 100% = no enzyme wells
MazEF act: activators of E. coli MazEF toxin-antitoxin RNase; P0AE70; FAM/BHQ RNA-DNA oligo cleavage fluorescence, 5 h; activation, % at 20 µM; actives 0.32% (n = 350,000); in the data active means activation above about 50%
TcdB inh: TcdB glycohydrolase inhibition. actives 0.24% (n = 350,000). TcdB glycohydrolase enzymatic assay, plate reader. inhibition, % at 9.99 µM. AID 652162; in the data active means inhibition above about 10%
Target sequence (P18177 whole entry, looked up): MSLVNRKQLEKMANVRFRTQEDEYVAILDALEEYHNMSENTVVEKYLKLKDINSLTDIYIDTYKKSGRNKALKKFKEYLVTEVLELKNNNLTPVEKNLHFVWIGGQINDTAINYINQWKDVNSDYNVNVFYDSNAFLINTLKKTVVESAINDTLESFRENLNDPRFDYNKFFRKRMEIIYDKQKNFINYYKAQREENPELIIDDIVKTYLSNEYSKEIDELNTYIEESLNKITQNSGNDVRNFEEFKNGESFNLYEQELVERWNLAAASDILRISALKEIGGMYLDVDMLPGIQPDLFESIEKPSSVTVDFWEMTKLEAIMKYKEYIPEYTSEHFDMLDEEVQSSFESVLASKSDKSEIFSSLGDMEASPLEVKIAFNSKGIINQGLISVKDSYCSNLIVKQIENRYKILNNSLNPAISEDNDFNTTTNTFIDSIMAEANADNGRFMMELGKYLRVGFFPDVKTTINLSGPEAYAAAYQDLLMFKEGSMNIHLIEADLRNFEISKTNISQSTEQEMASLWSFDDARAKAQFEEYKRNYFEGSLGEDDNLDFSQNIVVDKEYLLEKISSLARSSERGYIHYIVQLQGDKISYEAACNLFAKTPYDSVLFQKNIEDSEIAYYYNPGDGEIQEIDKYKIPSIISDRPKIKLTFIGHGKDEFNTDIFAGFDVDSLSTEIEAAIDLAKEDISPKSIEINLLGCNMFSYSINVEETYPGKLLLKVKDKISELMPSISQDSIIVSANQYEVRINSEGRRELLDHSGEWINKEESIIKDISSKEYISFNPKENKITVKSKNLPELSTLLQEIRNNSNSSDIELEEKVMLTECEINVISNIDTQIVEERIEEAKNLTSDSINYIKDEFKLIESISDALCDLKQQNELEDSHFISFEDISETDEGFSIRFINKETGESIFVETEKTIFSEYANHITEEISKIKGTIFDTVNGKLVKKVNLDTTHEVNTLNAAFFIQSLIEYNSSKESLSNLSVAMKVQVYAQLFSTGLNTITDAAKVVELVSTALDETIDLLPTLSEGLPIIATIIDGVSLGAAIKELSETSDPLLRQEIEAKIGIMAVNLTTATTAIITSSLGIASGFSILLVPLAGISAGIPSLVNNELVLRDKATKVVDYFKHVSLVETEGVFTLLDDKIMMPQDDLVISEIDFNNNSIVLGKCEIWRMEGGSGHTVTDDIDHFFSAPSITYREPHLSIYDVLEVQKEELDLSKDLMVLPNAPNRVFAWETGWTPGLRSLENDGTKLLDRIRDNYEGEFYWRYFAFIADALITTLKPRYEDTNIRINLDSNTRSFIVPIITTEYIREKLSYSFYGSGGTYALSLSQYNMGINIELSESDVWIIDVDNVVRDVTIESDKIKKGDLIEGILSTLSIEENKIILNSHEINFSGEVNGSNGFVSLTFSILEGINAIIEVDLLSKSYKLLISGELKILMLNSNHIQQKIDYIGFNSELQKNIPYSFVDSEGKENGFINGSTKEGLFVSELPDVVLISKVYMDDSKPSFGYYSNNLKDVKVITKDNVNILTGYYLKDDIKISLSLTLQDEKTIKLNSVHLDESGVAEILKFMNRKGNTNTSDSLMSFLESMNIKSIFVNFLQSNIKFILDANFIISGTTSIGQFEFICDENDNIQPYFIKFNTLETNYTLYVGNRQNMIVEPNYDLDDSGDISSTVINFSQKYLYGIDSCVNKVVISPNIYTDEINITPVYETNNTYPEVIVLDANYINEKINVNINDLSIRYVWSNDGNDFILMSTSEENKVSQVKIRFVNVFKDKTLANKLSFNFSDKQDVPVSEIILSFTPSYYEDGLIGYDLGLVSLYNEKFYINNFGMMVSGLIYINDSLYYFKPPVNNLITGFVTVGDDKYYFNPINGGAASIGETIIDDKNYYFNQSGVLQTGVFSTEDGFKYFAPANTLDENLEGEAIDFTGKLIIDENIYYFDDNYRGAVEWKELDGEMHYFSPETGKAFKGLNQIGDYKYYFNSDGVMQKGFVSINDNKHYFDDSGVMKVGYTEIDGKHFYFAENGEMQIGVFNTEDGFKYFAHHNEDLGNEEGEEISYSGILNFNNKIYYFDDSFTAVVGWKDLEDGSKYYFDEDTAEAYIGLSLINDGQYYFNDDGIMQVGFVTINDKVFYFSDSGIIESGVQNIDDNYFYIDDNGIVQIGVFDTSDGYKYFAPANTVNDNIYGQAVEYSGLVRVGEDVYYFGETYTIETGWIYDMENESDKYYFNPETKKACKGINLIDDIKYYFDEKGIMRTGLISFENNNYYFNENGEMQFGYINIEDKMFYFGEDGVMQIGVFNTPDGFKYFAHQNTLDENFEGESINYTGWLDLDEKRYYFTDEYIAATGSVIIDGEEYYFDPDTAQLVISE
Rv3671c inh: inhibitors of M. tuberculosis serine protease Rv3671c. P9WHR9. inhibition, % at 5.96 µM. actives 0.048% (n = 320,000); in the data active means inhibition above about 38%;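 further: extracellular domain of Rv3671c used as enzyme; 0% = enzyme with DMSO and 100% = no enzyme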
Numbers without * were called inactive; i = inactive; . = no result given; & = joins results of further samples. This is a subset. The share of hits here may be higher or lower than overall.

SMILES	PriA SSB inh	Y pestis TopoI	PrPC surface inh	Vc quorum ag	SARS 3CLpro inh	DUSP3 inh	CCHFV vOTU inh	MazEF act	TcdB inh	Rv3671c inh
CCC(C)NC(=O)CC(c1ccc(OC)cc1)n1cccc1 (stereo unspecified)	-11	1	-4	i	5	21	4	-4	.	-5
COc1cc(OC)cc(C(=O)NCC(=O)N2CCCCCCC2)c1	-2	6	-5	i	.	.	4	4	0.9	-7
CN(CC(=O)Nc1ccc(N2CCOCC2)cc1)C(=O)c1cccc(Cl)c1Cl	-4	-6	-2	i	.	.	-1	6	-0.9	-3
O=C(O)CCC(=O)N1CCN(c2nc(-c3ccccc3)c3ccccc3n2)CC1	1	6	-10	i	-3	-20	-39	0	0.7	-1
COc1ccc(CCNC(=O)Cc2ccc(OCc3ccccc3)c(OC)c2[N+](=O)[O-])cc1OCc1ccccc1	2	45	-1	i	-4	27	3	-9	.	-20
Cc1nc2c(=O)[nH]c3ccccc3c2o1	-15	10	-5	i	-2	16	0	14	2.7	-1
COc1cccc(OCC(=O)NNC(=O)C(=O)N2CCCC2)c1	-9	4	0	-0.5	-1	-10	-8	0	0.7	2
CCOC(=O)c1nc2ccccc2c(=O)[nH]1	-4	4	3	i	-1	-12	0	-3	-0.1	6
C=CCNC(=O)c1ccc2c3n(nc2c1)-c1ccc(Cl)cc1CO3	-7	5	-24	i	.	.	3	5	-0.6	-13
CC(C)CCNC(=O)C1CCC(CNS(=O)(=O)c2ccc(Cl)cc2)CC1 (stereo unspecified)	5	6	1	0.6	3	-2	-3	1	1.1	.
O/N=C/c1cn(-c2ccccc2)nc1-c1cccnc1	.	-1	-1	i	1	10	-12	4	1.2	8
O=C(Cc1csc(-c2ccc(F)cc2)n1)Nc1cccc(S(=O)(=O)NC2=NCCC2)c1	1	16	-6	-0.4	.	.	0	-4	-0.9	-12

Some values from the results shown.
COc1ccc(CCNC(=O)Cc2ccc(OCc3ccccc3)c(OC)c2[N+](=O)[O-])cc1OCc1ccccc1 @ PrPC surface inh = -1
O=C(Cc1csc(-c2ccc(F)cc2)n1)Nc1cccc(S(=O)(=O)NC2=NCCC2)c1 @ Rv3671c inh = -12

More structures follow.
SMILES	PriA SSB inh	Y pestis TopoI	PrPC surface inh	Vc quorum ag	SARS 3CLpro inh	DUSP3 inh	CCHFV vOTU inh	MazEF act	TcdB inh	Rv3671c inh
CO/N=C\CC(=O)Nc1ccc(Oc2ccccc2)cc1	.	4	18	i	4	12	-7	5	1.4	2
Cc1ccc(NC(=O)c2ccc(S(=O)(=O)N(C)c3ccccc3)cc2)cc1S(=O)(=O)N1CCOCC1	-4	5	-5	-0.9	.	.	-6	-1	-1.0	.
COc1ccccc1NS(=O)(=O)c1ccc2[nH]c(=O)[nH]c2c1	-9&-22	-4	-2	-0.9	-3	8	-10	0	-0.8	2
Cc1ccc(OCC(=O)N2c3ccccc3CC2C)c([N+](=O)[O-])n1 (stereo unspecified)	-12	8	-13	-0.4	2	6	12	-19	1.1	1
COc1ccc(NC2CCCN(C(=O)c3cn(C)c4ccccc34)C2)cc1 (stereo unspecified)	22	10	1	-13	-6	38	1	0	0.7	-5
O=[N+]([O-])c1ccc(Cl)c(NC(=S)N2CCCC2)c1	5	-3	-23	i	3	7	14	10	2.6	-3
Cc1onc(-c2c(Cl)cccc2Cl)c1C(=O)NN1CCCCCC1	-6	-7	-2	1.6	1	18	-9	4	-0.3	2
COc1ccc(Oc2nc3ccccc3n(C)c2=O)cc1	1	7	-1	-0.6	0	8	-1	-1	0.8	-2
CC(C)(c1ccccc1)c1ccc(OCC2CO2)cc1 (stereo unspecified)	-37	35	-3	-0.5	0	12	-10	-5	0.5	1
CCC1(c2ccccc2)NC(=O)N(CC(=O)NCc2ccccc2OC)C1=O (stereo unspecified)	3	-5	1	-2.8	-2	16	7	4	3.0	-7
CCNS(=O)(=O)c1ccc(C(=O)OCC(=O)N2CCCc3ccccc32)cc1	4	12	3	i	.	.	22	3	-3.2	-4
CC(=O)O[C@H]1[C@H](O)[C@H](Oc2c(O)c(C)c3c4c2[C@@H](C)CC[C@@H]4[C@@H](C)C[C@H]3C=C(C)C)O[C@@H](C)[C@H]1O	-90	20	.	i	.	.	.	-2	.	1
Cc1ccc(-c2nc(S(=O)(=O)c3ccc(C)cc3)c(SCC(=O)NCC3CCCO3)o2)cc1 (stereo unspecified)	-4	8	2	-0.3	-1	17	12	3	1.8	-9
CCN(c1ccc(C(O)(C(=O)OC)C(F)(F)F)cc1)S(=O)(=O)c1ccc(C)cc1 (stereo unspecified)	-18	17	8	-0.3	1	10	-4	-14	.	-1
CCOC(=O)Cn1cnc2c(nnn2-c2cccc(Cl)c2)c1=O	8	0	0	i	2	-14	-4	-5	0.7	1
Cc1noc(NS(=O)(=O)c2ccc(NC(=O)CSc3nc4c(cc3C#N)CCCC4)cc2)c1C	-3	3	-7	-0.2	3	21	0	3	-1.9	-3
CC(=O)Nc1ccc(NC(=O)c2nc(S(=O)(=O)Cc3cccc(C)c3)ncc2Cl)cc1	-15	-4	71*	2.6	-3	-12	9	15	1.3	0
OCCCc1nc2n(n1)C(c1ccccc1)C=C(c1ccccc1)N2 (stereo unspecified)	-8	-1	.	-0.2	3	17	.	-5	.	0
CCc1ccccc1NC(=O)CN(C)S(=O)(=O)c1ccc2c(c1)c(=O)n(C)c(=O)n2C	11	-4	10	-0.3	2	42	2	0	-0.4	0
COc1ccc(S(=O)(=O)N2CCCCCC2)cc1C(=O)N(C)Cc1ccc(C(C)(C)C)cc1	-6	27	-5	-0.3	7	2	4	1	0.7	.
CCc1nnc(NC(=O)CSc2nnc3c(C)cc4c(C)ccc(C)c4n23)s1	-5	5	-16	-3.3	-3	12	-1	5	0.3	0
COCCNC(=S)Nc1ccc(S(=O)(=O)Nc2ncccn2)cc1	1	-7	-4	-0.2	0	-7	18	3	0.3	2
CCOc1cc(C(=O)Nc2cccc(C(C)=O)c2)ccc1OCC(=O)N1CCCCC1	-19	22	3	-0.6	7	3	2	8	1.0	0
Cc1ccc(C)c(C(=O)CCC(=O)OCn2nnc3ccccc3c2=O)c1	0	0	0	i	.	.	1	-8	0.0	1

Entries above that contain two or more sulfur atoms, in the order listed:
SMILES	PriA SSB inh	Y pestis TopoI	PrPC surface inh	Vc quorum ag	SARS 3CLpro inh	DUSP3 inh	CCHFV vOTU inh	MazEF act	TcdB inh	Rv3671c inh
O=C(Cc1csc(-c2ccc(F)cc2)n1)Nc1cccc(S(=O)(=O)NC2=NCCC2)c1	1	16	-6	-0.4	.	.	0	-4	-0.9	-12
Cc1ccc(NC(=O)c2ccc(S(=O)(=O)N(C)c3ccccc3)cc2)cc1S(=O)(=O)N1CCOCC1	-4	5	-5	-0.9	.	.	-6	-1	-1.0	.
Cc1ccc(-c2nc(S(=O)(=O)c3ccc(C)cc3)c(SCC(=O)NCC3CCCO3)o2)cc1 (stereo unspecified)	-4	8	2	-0.3	-1	17	12	3	1.8	-9
Cc1noc(NS(=O)(=O)c2ccc(NC(=O)CSc3nc4c(cc3C#N)CCCC4)cc2)c1C	-3	3	-7	-0.2	3	21	0	3	-1.9	-3
CCc1nnc(NC(=O)CSc2nnc3c(C)cc4c(C)ccc(C)c4n23)s1	-5	5	-16	-3.3	-3	12	-1	5	0.3	0
COCCNC(=S)Nc1ccc(S(=O)(=O)Nc2ncccn2)cc1	1	-7	-4	-0.2	0	-7	18	3	0.3	2

Next records
SMILES	PriA SSB inh	Y pestis TopoI	PrPC surface inh	Vc quorum ag	SARS 3CLpro inh	DUSP3 inh	CCHFV vOTU inh	MazEF act	TcdB inh	Rv3671c inh
CC1(C)C(=O)C2(CCCCC2)C(=O)OC1c1cccc([N+](=O)[O-])c1 (stereo unspecified)	-2	-6	-7	i	2	8	5	3	1.0	0
CC1CCCN(CC(=O)c2ccc(Cl)c(Cl)c2)C1 (stereo unspecified)	-15	0	1	1.4	1	-1	5	4	-2.0	5
COc1cccc(CNC(=O)c2ccccc2NC(=O)C2=C(C)OCCS2)c1	15	-4	4	i	1	32	21	-25	5.3	-3
Cc1nc(N)nc(N)c1-c1ccc([N+](=O)[O-])cc1	-5	-5	-10	-1.0	.	.	13	9	-0.8	.
O=C(Nc1cccc(S(=O)(=O)N2CCCCC2)c1)c1ccc([N+](=O)[O-])o1	9	0	2	-0.5	0	22	-4	17	0.3	0
Cc1onc(-c2c(Cl)cccc2Cl)c1C(=O)Nc1ccc(C(N)=O)cc1	-14	5	-1	-4.0	-5	14	-1	10	-0.2	-6
Cc1ccc(NC(=O)C(C)Sc2nnc3ccccn23)cc1 (stereo unspecified)	0	-4	7	-0.3	.	.	10	1	-1.6	1
Cc1cccc(C(=O)Nc2cccc(C(=O)N/N=C/c3ccccn3)c2)c1	.	-5	9	-8.3	0	9	20	1	-1.5	4
O=C(/C=C/c1ccc2ccccc2n1)N1CCN(S(=O)(=O)c2ccc(F)cc2)CC1	5	28	-4	-0.2	-5	-15	-2	-11	0.0	-13
Cc1ccc(C)c(Cn2c(=O)n(CCCC(=O)NCc3ccco3)c(=O)c3ccccc32)c1	13	11	-5	i	-2	40	-13	-1	.	-5
Cc1ccccc1C(O)c1ccncc1 (stereo unspecified)	0	6	6	0.0	-1	35	-8	4	-0.3	-5
COc1ccc(-c2cc(C)no2)cc1S(=O)(=O)N1CCCN(Cc2ccccc2Cl)C1	-1	17	-6	i	-5	4	13	-4	0.2	-4

Some of the entries above in another layout:
molecule,PriA SSB inh,Y pestis TopoI,PrPC surface inh,Vc quorum ag,SARS 3CLpro inh,DUSP3 inh,CCHFV vOTU inh,MazEF act,TcdB inh,Rv3671c inh
CC1(C)C(=O)C2(CCCCC2)C(=O)OC1c1cccc([N+](=O)[O-])c1 (stereo unspecified),-2,-6,-7,i,2,8,5,3,1.0,0
COc1ccc(CCNC(=O)Cc2ccc(OCc3ccccc3)c(OC)c2[N+](=O)[O-])cc1OCc1ccccc1,2,45,-1,i,-4,27,3,-9,.,-20
Cc1ccc(C)c(Cn2c(=O)n(CCCC(=O)NCc3ccco3)c(=O)c3ccccc32)c1,13,11,-5,i,-2,40,-13,-1,.,-5

Following part.
SMILES	PriA SSB inh	Y pestis TopoI	PrPC surface inh	Vc quorum ag	SARS 3CLpro inh	DUSP3 inh	CCHFV vOTU inh	MazEF act	TcdB inh	Rv3671c inh
CC(C)(C)OC(=O)NNc1c2ccccc2nc2ccccc12	16	3	-2	i	0	14	-120	4	-0.9	7
Cc1ccc(S(=O)(=O)N2CCN(C(=O)c3ccnn3C)CC2)cc1C	-7	1	.	i	4	22	.	1	.	8
CSC1=NS(=O)(=O)c2c(C)nn(C)c2S1	-7	-6	-4	0.2	5	10	-5	0	3.4	6
Cc1ccc2c(c1)C(c1ccccc1)CC(=O)O2 (stereo unspecified)	-11	6	-3	-0.3	5	17	-6	-2	0.8	1
O=C(CN(C(=O)c1csnn1)c1cccc2ccccc12)NCc1ccccc1	-14	11	0	-0.4	4	12	2	5	1.3	9
O=c1oc2ccccc2n1Cn1c(=O)oc2ccccc21	-9	7	4	-3.8	4	34	-2	21	.	15
O=C(N/N=C/c1ccccc1C(=O)O)c1cccc(S(=O)(=O)Nc2cc(Cl)ccc2Cl)c1	i	-2	3	-0.2	1	11	3	3	-6.0	-8
CC1CCC2(CC1)SCC(=O)N2c1ccccc1 (stereo unspecified)	-4	14	4	-2.9	1	13	3	1	.	1

Screening results: PubChem, several laboratories
